Rat MKP-3 inhibitors: inhibition of rat DUSP6 enzyme activity – biochemical, in vitro, primary screen (AID 425); recombinant MKP-3 phosphatase activity, fluorescence; higher % means a stronger effect; inhibition, % at 20 µM, or IC50 in µM where a hit was titrated; 110,000 compounds, 0.17% hits; in the data active = inhibition above about 50%;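 note: plate controls were vehicle for no effect and reference inhibitor for full effect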
Hsp70 displacement: small molecules displacing fluorescent ligand from Hsp70 – biochemical, fluorescence polarization, primary screen (AID 583). one-dose displacement, % at 20 µM; IC50 in µM for titrated hits. 140,000 compounds, 0.06% hits. Hsp70 fluorescence polarization probe displacement, mP; higher % means a stronger effect; in the data active = displacement above about 50%;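 note: plate controls were vehicle for no effect and reference ligand for full effect; a part of the inactive calls stands beside numbers as strong as those of hits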
An asterisk follows results filed as active; nt = not tested or not shown; & = joins results of further samples. Not all compounds are listed. The share of hits here may be higher or lower than overall.

SMILES	Rat MKP-3 inhibitors	Hsp70 displacement
Cc1ccc(-n2nc3cc(C)c(NC(=O)c4cccs4)cc3n2)cc1	3%	0.0%
CN(Cc1ccccc1)S(=O)(=O)c1ccc2[nH]cc(C(=O)NCC3CCCO3)c(=O)c2c1 (configuration not stated)	-3%	0.6%
COc1ccc(C(=O)N2CCN(S(=O)(=O)N3CCOCC3)CC2)cc1OC	-4%	3.9%
CCNS(=O)(=O)c1ccc(C(=O)Nc2ccccc2)cc1	nt	2.5%
CCOc1ccc(NC(=O)c2ccc3snnc3c2)cc1	nt	1.3%
O=C(O)CNC(=O)c1ccccc1NC(=O)c1ccco1	1%	-2.5%
CCOc1ccccc1NC(=O)CSc1nc2ccccc2s1	3%	5.7%
O=C(Cn1c(-c2ccccc2)c[n+]2ccsc12)c1ccc([N+](=O)[O-])cc1	3%	-6.2%
CNC(=O)NCC12CC3CC(CC(C3)C1)C2	-17%	7.4%
CC(=O)Nc1ccc(S(=O)(=O)Nc2nc3ccccc3nc2N2CCCC2)cc1	4%	2.4%
COC(=O)C1=CN(Cc2ccccc2)C=C(C(=O)OC)C1c1ccc(Cl)c(Cl)c1	1%	1.5%
Cc1ccc2nc(N3C(=O)c4cccc5cccc(c45)C3=O)sc2c1	4%	0.0%
O=C(Nc1cccc(Cl)c1)c1cccc(NC(=O)c2cccs2)c1	4%	-2.2%
CCCN1CCC(=NNC(=O)c2cccc(Cl)c2)CC1	0%	-1.4%
CSc1nc2ccc(NS(=O)(=O)c3ccc(Cl)s3)cc2s1	-4%	-1.4%
Cc1cc(Cl)ccc1Oc1ncc(CN2CCN(c3ccccc3)CC2)s1	nt	1.6%
COc1ccc(NC(=O)N(CCO)Cc2cc3c(C)cc(C)cc3[nH]c2=O)cc1	3%	5.2%
COc1ccc(NC(=O)C2=C(C)NC(=O)NC2c2cccc(OC)c2)cc1 (configuration not stated)	3%	3.2%
O=C(COc1ccccc1[N+](=O)[O-])Nc1ccc2oc(-c3ccccc3Br)nc2c1	2%	-1.3%
COc1ccc(-c2nnc(-c3ccc(N)cc3)o2)cc1	1%	0.6%
COc1ccc(CN2CCN(S(=O)(=O)c3ccc(C)cc3)CC2)c(OC)c1OC	-4%	10%
Cc1cc(C)c(NC(=O)C2CCCCN2C)c(C)c1 (configuration not stated)	nt	-1.7%
CCCCn1nnnc1NCc1ccc(OC)c(OC)c1OC	-10%	6.4%
COc1ccc(C(=O)N2CCN=C2SCc2cccnc2)cc1OC	-8%	3.7%
CNS(=O)(=O)c1cccc(C(=O)NCC(c2cccs2)N(C)C)c1 (configuration not stated)	-4%	-2.6%
SMILES	Rat MKP-3 inhibitors	Hsp70 displacement
Cc1c(NC(=O)c2cccnc2)cccc1NC(=O)c1cccnc1	1%	3.2%
CC1Cc2ccccc2N1C(=O)Cn1nnc(-c2ccccc2NC(=O)C2CCC2)n1 (configuration not stated)	-4%	-3.3%
Oc1ccc2cc(Br)ccc2c1C=Nc1ccc(Br)cn1	-1%	-2.8%
COc1ccc(Nc2nc3ccccc3nc2-n2nc(C)cc2C)cc1	nt	31%
Cc1nnc(NC(=O)c2ccc(C)c(S(=O)(=O)N3CCCCCC3)c2)s1	-4%	3.8%
CCOC(=O)CNC(=O)CSc1ncnc2c1cnn2-c1ccc(Cl)cc1	2%	0.7%
CC(=O)c1ccc(N2C(=O)NC3(CCCCC3)C2=O)cc1	-5%	-0.3%
CCNc1nc(OCCNC(C)=O)nc(N(C)C)n1	nt	5.0%
COC(=O)c1[nH]c2cc(OC)ccc2c1NC(=O)CCN1CCN(Cc2ccc3c(c2)OCO3)CC1	-1%	-2.9%
CCOc1cc(C(c2c(C)[nH][nH]c2=O)c2c(C)[nH][nH]c2=O)ccc1OS(=O)(=O)c1ccccc1	nt	0.8%
COC(CNC(=O)c1cc(C)nn1-c1ccccc1)OC	nt	3.5%
c1ccc(Cc2nc3ccccc3o2)cc1	nt	4.3%
Cc1ccccc1N1C(=O)C(Cl)=C(N2CCN(c3ccccc3)CC2)C1=O	-6%	1.3%
O=C1C(=O)N(c2ccc(Cl)cc2)C(=O)N1Cc1ccccc1	2%	-1.4%
O=C1/C(=C\c2ccc(O)c([N+](=O)[O-])c2)SC(=S)N1c1ccccc1	0%	-4.9%
CCOC(=O)c1sc(N)nc1-c1ccccc1	-3%	3.4%
Cc1[nH]c2ccccc2c1NC(=O)CN1CCN(Cc2ccc3c(c2)OCO3)CC1	-4%	7.7%
COc1cc(C(=O)N2CCCCCC2)cc(OC)c1OC	-3%	3.6%
CC(C(=O)N(C)C)N(C#N)c1nc(N(C)C)nc(N(C)C)n1 (configuration not stated)	0%	-0.2%
Cc1cc(C)c2[nH]c(=O)c(C(c3nnnn3Cc3ccc4c(c3)OCO4)N3CCC(C)CC3)cc2c1 (configuration not stated)	-7%	-4.4%
N#Cc1nc(-c2ccc(Cl)cc2)oc1NCCc1ccccn1	-1%	-1.1%
CC1CC(O)N(C(=O)c2ccccc2O)N1C (configuration not stated)	1%	-2.9%
O=C(c1cnc2sccn2c1=O)N1CCCc2ccccc21	-1%	32%
COc1ccc2nc(NC(=O)C3CCCN(S(=O)(=O)c4cccs4)C3)sc2c1 (configuration not stated)	1%	2.4%
O=C(CCc1ccccc1)Nc1ccc(NC(=O)C2CC2)nc1	-1%	-0.5%

One compound at a time (already shown). Screens in order: Rat MKP-3 inhibitors	Hsp70 displacement
`CCNc1nc(OCCNC(C)=O)nc(N(C)C)n1` across the screens: nt	5.0%
`CC(=O)c1ccc(N2C(=O)NC3(CCCCC3)C2=O)cc1` across the screens: -5%	-0.3%

Following part:
SMILES	Rat MKP-3 inhibitors	Hsp70 displacement
CCOC(=O)C(=O)C1C(=O)C(=O)C(C)C1=O (configuration not stated)	4%	-2.7%
O=C1N=c2ccccc2=C1c1sc(=S)n(NC(=O)c2ccccc2)c1O	0%	4.2%
COc1ccc(N(C(C)C(=O)N/N=C/c2cccs2)S(C)(=O)=O)cc1 (configuration not stated)	0%	-4.1%
Cn1c(=O)c2c(n(C)c1=O)=NC1(CCCCC1)N=2	-11%	-3.1%
CCOc1ccc(C(=O)Nc2cc(-c3nc4ccc(C)cc4o3)ccc2Cl)cc1	5%	-1.5%
COc1ccc(S(=O)(=O)N(C)CC(=O)Nc2cccc(C(C)=O)c2)cc1C	nt	2.0%
Cc1ccsc1/C=C1\SC(=S)N(CC2CCCO2)C1=O (configuration not stated)	-1%	3.4%
Cc1cc(C)nc(SCC(=O)OCC(=O)Nc2ccc(S(N)(=O)=O)cc2)n1	1%	2.9%
CCCn1c(SCC(=O)N2c3ccccc3CC2C)nnc1-c1ccco1 (configuration not stated)	nt	-1.6%
O=C(Nc1cccc2ncccc12)c1cc2ccccc2o1	-1%	1.5%
O=C(Cc1ccccc1)N1CCN(c2ccc([N+](=O)[O-])cc2Cl)CC1	2%	-3.9%
Cc1csc(SCC(=O)NC23CC4CC(CC(C4)C2)C3)n1	nt	-0.5%
Cc1cccc2c(Cl)cc(=O)[nH]c12	nt	1.7%
Clc1cccc(-c2nnc(-c3ccc4c(c3)OCO4)o2)c1	1%	1.6%
COc1ccc(C(=O)N=Nc2c(O)n(CN3CCCC3)c3ccc(Br)cc23)cc1	-2%	1.6%
NC(CO)C(=O)NNCc1ccc(O)c(O)c1O (configuration not stated)	-4%	5.2%
Cc1nn(CC#N)c(=O)n1-c1cccc(F)c1	nt	2.1%
COc1ccc(CC(NC(C)=O)C(=O)NC2CCN(C(=O)NCc3ccccc3)CC2)cc1OC (configuration not stated)	-11%	-0.2%
Cc1ccc(NC(=O)CN(C)C(=O)CSc2n[nH]c(N)n2)cc1	nt	-3.6%
CCOC(=O)C1CCCN(S(=O)(=O)c2cccc3cccnc23)C1 (configuration not stated)	-8%	3.3%
COc1cc(C(=O)N(Cc2ccccn2)CC2CCCO2)cc(OC)c1OC (configuration not stated)	-11%	-0.3%
COCCOC(=O)c1c(C)oc2c1cc(NS(=O)(=O)c1ccc(F)cc1)c1ccccc12	0%	-2.5%
CCOC(=O)c1c(NC(=O)CSc2nnnn2-c2ccccc2)sc2c1CCC(C)C2 (configuration not stated)	nt	2.4%
O=C(Nc1c(C(=O)N2CCCC2)cnn1-c1ccccc1)c1cccc(F)c1	-7%&-3%	2.1%&6.8%
Cc1nc(NC(=O)CCC(=O)O)sc1C(=O)N(C)C	-9%	-2.8%

The final 5 entries of the part before come first, to join the parts.
SMILES	Rat MKP-3 inhibitors	Hsp70 displacement
COc1cc(C(=O)N(Cc2ccccn2)CC2CCCO2)cc(OC)c1OC (configuration not stated)	-11%	-0.3%
COCCOC(=O)c1c(C)oc2c1cc(NS(=O)(=O)c1ccc(F)cc1)c1ccccc12	0%	-2.5%
CCOC(=O)c1c(NC(=O)CSc2nnnn2-c2ccccc2)sc2c1CCC(C)C2 (configuration not stated)	nt	2.4%
O=C(Nc1c(C(=O)N2CCCC2)cnn1-c1ccccc1)c1cccc(F)c1	-7%&-3%	2.1%&6.8%
Cc1nc(NC(=O)CCC(=O)O)sc1C(=O)N(C)C	-9%	-2.8%
CN(C)S(=O)(=O)c1ccc2c(c1)c(=O)c(C(=O)N1CCN(c3ccccn3)CC1)cn2C	-10%	3.3%
CCn1c(CCNC(=O)c2cccs2)nnc1SCC(=O)Nc1cccc(Cl)c1	nt	0.9%
COC(=O)c1[nH]c2ccc(Br)cc2c1NC(=O)CN1CCCc2ccccc21	nt	-3.7%
CC(C)(C)C1CCc2nc(NC(=O)Cc3cn4ccsc4n3)sc2C1 (configuration not stated)	-3%	5.3%
C=C(C)c1ccc(C(C)(C)NC(=O)N2CCN(C)CC2)cc1	-4%	1.4%
O=C(NCc1ccccn1)c1cn(Cc2ccccc2)nn1	-12%	3.8%
O=C(O)CCCCC1SCC2NC(=O)NC21 (configuration not stated)	nt	-0.8%
CCOC(=O)C1=C(C)NC2=C(C(=O)CCC2)C1c1ccc(OCc2ccc(Cl)cc2)c(OC)c1 (configuration not stated)	3%	-2.3%
O=C(c1cccs1)N(CCO)Cc1cc2cc3c(cc2[nH]c1=O)OCCO3	-3%	3.7%
COC(=O)CC(C(=O)OC)P(=O)(O)CN(C)S(C)(=O)=O (configuration not stated)	2%	-3.9%
CCc1ccc(NC(=O)N(Cc2cccnc2)Cc2ccco2)cc1	nt	4.3%
CCC(=O)N1CCc2cc(S(=O)(=O)NCCCN3CCN(Cc4ccccc4)CC3)ccc21	6%	nt
CC1CCCN(C(=O)CN2C(=O)c3ccccc3C2=O)C1 (configuration not stated)	3%	1.6%
Cn1cccc1Cc1nnc(SCC(=O)NC2CCCCC2)n1-c1ccc(F)cc1	2%	1.0%
COc1ccc(CN=Cc2c(O)n(-c3ccccc3F)c(=O)[nH]c2=O)cc1	-2%	4.1%
Cc1cc(C)c(C(=O)/C=C/c2ccc(Br)cc2)c(=O)[nH]1	12%	3.5%
Cc1ccc2[nH]c3nc(N=Nc4c(O)[nH]c5c(Br)cc(Br)cc45)nnc3c2c1	1%	-3.1%
Cc1cccc(OCC2=NS(=O)(=O)c3ccccc3N2)c1	-3%	0.3%
Cc1cc2nc(-c3cc(NC(=O)Cc4ccccc4)ccc3O)oc2cc1C	4%	-1.5%
O=C(Nc1cccc(C(=O)O)c1)/C(=C/c1cccc([N+](=O)[O-])c1)NC(=O)c1ccccc1	3%	-13%
Cn1cc(Br)c(C(=O)Nc2sc3c(c2C(N)=O)CCC3)n1	nt	1.9%
CCCOCC1CC2(SC(=Nc3ccc(C)cc3)NC2=O)C(=O)O1 (configuration not stated)	-5%	2.6%
N#CC1=C(SCc2ccccc2)NC(=O)CC1c1ccc(O)cc1 (configuration not stated)	nt	-2.5%
CCOC(=O)CSc1nnc(CSc2nc(N)c3c(C)c(C)sc3n2)n1-c1ccccc1	-5%	nt
Cc1cc(-c2ccco2)c(C#N)c(SCC(=O)c2ccc(O)c(O)c2)n1	5%	4.5%
SMILES	Rat MKP-3 inhibitors	Hsp70 displacement
C=CCNC(=O)C1CCCN(S(C)(=O)=O)C1 (configuration not stated)	3%	nt
CCOCC(=O)Nc1cccc(Br)c1	-10%	-3.3%
O=C(Nc1cccc([N+](=O)[O-])c1)c1cc(-c2ccccc2Cl)nc2ccccc12	0%	6.0%
COC(=O)c1cccc(COC(=O)c2cccnc2SC)c1	nt	1.6%
COc1ccc(OC)c(S(=O)(=O)N2CCN(c3c(C)cccc3C)CC2)c1	-2%	nt
CC(=O)NCC(=O)NC(Cc1ccccc1)C(N)=O (configuration not stated)	nt	0.5%
CCC(C)Nc1nc(OC)nc(N(C)C#N)n1 (configuration not stated)	-4%	-2.7%
CC1(C)NC(=O)N(CCCCSc2ccc(Cl)cc2)C1=O	nt	3.2%
O=C(O)CSc1ccc2ccccc2n1	-1%	-2.3%
COC(=O)[C@@H]1C2CCC(C(=O)Nc3ccccc3)(CC2)[C@@H]1C(=O)OC	-1%	-0.9%
O=C(CCCNS(=O)(=O)c1cccc2nsnc12)NCc1ccc(F)cc1	4%	-2.3%
CCOc1ccccc1CN1CCC(O)CC1	nt	3.7%
CCOC(=O)C(C(=O)OCC)c1cc(Br)c2noc3c2c1C(=O)c1ccccc1-3	24%	16%
CCCCn1c(CN2CCN(CCO)CC2)nc2ccccc21	-8%	3.8%
Cc1ccc(CN2CCN(c3ncccn3)CC2)o1	nt	0.3%
O=C(CSc1ncn[nH]1)c1ccc2c(c1)OCO2	-7%	-2.6%
Cc1nc(SCC(=O)NC2CCCC2)[nH]c(=O)c1Cc1ccccc1	nt	0.1%
CCCSc1nc2c(c(=O)n1-c1ccc(OCC)cc1)SCC2	-1%	-4.4%
c1ccc(SCCOCCn2cncn2)cc1	-3%	2.7%

Individual results from above:
Hsp70 displacement, O=C(O)CSc1ccc2ccccc2n1 : -2.3%
Rat MKP-3 inhibitors, c1ccc(SCCOCCn2cncn2)cc1 : -3%
Hsp70 displacement, CCOc1ccccc1CN1CCC(O)CC1 : 3.7%
Rat MKP-3 inhibitors, O=C(CSc1ncn[nH]1)c1ccc2c(c1)OCO2 : -7%
Rat MKP-3 inhibitors, C=CCNC(=O)C1CCCN(S(C)(=O)=O)C1 (configuration not stated) : 3%

From PubChem BioAssay
